# IMP-1 inhibitor: blocks Pseudomonas aeruginosa IMP-1 metallo-beta-lactamase | inhibition, % at 5.6 µM | purified IMP-1, nitrocefin hydrolysis, epi-absorbance fluorescence | hit rate 0.45% among 290,000;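 active = inhibition above the mean plus 3 SD of all compounds in the same screening run, cut at about 4.5% in these data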;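 also: 0% = IMP-1 with DMSO and 100% = DMSO wells lacking enzyme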
#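 assay system = purified recombinant IMP-1 metallo-beta-lactamase enzyme | schedule = 15 min preincubation plus 25 min reaction at 25 °C | signal = Epi-absorbance fluorescence, 480 nm excitation, 530 nm emission | read-out basis = percent inhibition from optical density relative to buffer-blank wells | controls = IMP-1 with DMSO as 0%, enzyme-free DMSO as 100%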
# HCV NS3 hel inh: blocks Hepatitis C virus NS3 helicase unwinding | NS3 helicase DNA unwinding, Cy5 molecular beacon fluorescence | inhibition, % at 10.9 µM | hit rate 0.56% among 290,000 | AID 1800;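 active = inhibition above the mean of all tested compounds plus 3 SD, set per campaign, cut at about 35% in these data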;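 also: 0% = DMSO wells and 100% = thioflavine S control wells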
#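 System: HCV NS3 helicase fragment; control set: DMSO and thioflavine S; technique: Cy5 fluorescence at 0 and 60 min, beacon hairpin quenching; reagent: beacon DNA duplex substrate plus ATP; replicates: singlicate; schedule: 1 h reaction at 25 °C, ATP-initiated; medium: MOPS buffer pH 6.5 with MgCl2, DTT, Tween20, BSA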
# pCIP destab: lowers stability of the mouse p/CIP coactivator protein; AID 1984; Q05BA5; hit rate 0.01% among 290,000; F442A p/CIP-EGFP cells, EGFP fluorescence, 16 h; decrease of EGFP signal, % at 10 µM;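 active = EGFP signal decrease of at least 30% at 10 µM or well 3 SD below plate mean, unless failing retest; inactive = the rest, including hits failing retest or dose response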; also: some compounds called inactive have numbers as strong as hits; many of its hits are not listed in these tables
# UBC9 SUMO inh: blocks human SUMOylation mediated by UBC9 | P63279 | HTRF SUMOylation assay, SAE1/SAE2 + UBC9, in vitro | inhibition, % at 35 µM | hit rate 0.36% among 290,000 | AID 2006; in the data active = inhibition above about 50%, passing the limit was not always enough; also: strong numbers were not always called active
# Target sequence (P63279 whole entry, looked up): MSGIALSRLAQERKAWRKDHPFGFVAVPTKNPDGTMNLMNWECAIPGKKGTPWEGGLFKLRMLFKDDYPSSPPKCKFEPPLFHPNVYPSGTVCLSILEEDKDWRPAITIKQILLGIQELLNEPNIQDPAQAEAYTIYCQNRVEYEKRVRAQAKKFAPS
# IDE act: IDE (human) activation, cell-based; P14735; HEK cells, FAbeta-B cleavage, fluorescence polarization; 0% vehicle, 100% cell-free pure enzyme wells; activation, % at 5.96 µM; hit rate 0.073% among 340,000;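 active = activation above the mean of all tested compounds plus 3 SD, set per screening campaign, cut at about 17% in these data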
# FID counter: counter-screen for HCV NS3 helicase inhibitors: DNA intercalator displacement; DNA fluorescent intercalator displacement, fluorescence; inhibition, % at 7.9 µM; hit rate 0.17% among 290,000; in the data active = inhibition above about 37%;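 also: 0% = vehicle and 100% = reference compound; higher means more ethidium bromide displaced from hairpin DNA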
# IDE inh: cellular human IDE inhibition; HEK cells, FAbetaB cleavage, fluorescence polarization; AID 434962; hit rate 0.41% among 320,000; inhibition, % at 5.59 µM;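 active = percent inhibition above the average of all tested compounds plus 3 SD, set per screening campaign, cut at about 16% in these data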;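 also: IDE supplied by intact live HEK cells; FP after avidin binding of uncleaved biotin substrate so inhibition keeps polarization high; 0% = DMSO wells and 100% = 60 µM reference IDE inhibitor Ii1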
# M18AAP inhibitor: PfM18AAP enzyme inhibition; recombinant PfM18AAP, H-Glu-NHMec fluorogenic cleavage; inhibition, % at 7.35 µM; hit rate 1.2% among 290,000; AID 1822;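 active = inhibition above the campaign mean inhibition over all tested compounds plus 3 SD, cut at about 28% in these data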;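 also: 0% = plate median of test compound wells and 100% = 2 mM ZnCl2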
# VIM-2 inhibitor: blocks Pseudomonas aeruginosa VIM-2 metallo-beta-lactamase; hit rate 0.89% among 290,000; purified VIM-2, nitrocefin hydrolysis, epi-absorbance fluorescence; inhibition, % at 5.6 µM; AID 1527;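 active = inhibition above the mean of all tested compounds plus 3 SD, cutoff set per screening run, cut at about 7.5% in these data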;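 also: red hydrolysis product quenches plate fluorescence so inhibitors raise well fluorescence; 0% = enzyme with DMSO and 100% = DMSO without enzyme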
# Active calls of the source: *; nt = no result given.
# The opening two entries as a preview:
SMILES,IMP-1 inhibitor,HCV NS3 hel inh,pCIP destab,UBC9 SUMO inh,IDE act,FID counter,IDE inh,M18AAP inhibitor,VIM-2 inhibitor
Cc1c(N=C2N=C(NC(=O)c3cccs3)c3ccccc32)c(=O)n(-c2ccccc2)n1C,-2.8,7,-136,8,-24,-2,3,1,-1.9
COc1ccc(N2CCN(C(=O)CCCNC(=O)Cn3cnc4sc(C)c(C)c4c3=O)CC2)cc1,-0.5,-8,-10,-4,-1,-42,9,-2,-3.7

# This part in full, from the start:
SMILES,IMP-1 inhibitor,HCV NS3 hel inh,pCIP destab,UBC9 SUMO inh,IDE act,FID counter,IDE inh,M18AAP inhibitor,VIM-2 inhibitor
Cc1c(N=C2N=C(NC(=O)c3cccs3)c3ccccc32)c(=O)n(-c2ccccc2)n1C,-2.8,7,-136,8,-24,-2,3,1,-1.9
COc1ccc(N2CCN(C(=O)CCCNC(=O)Cn3cnc4sc(C)c(C)c4c3=O)CC2)cc1,-0.5,-8,-10,-4,-1,-42,9,-2,-3.7
Cc1cc(Cl)ccc1NC(=O)Nc1c(C)n(-c2ccccc2)c(=O)n1C,-2.4,4,-2,5,-2,-2,6,-1,-3.3
CC1(C)CNC(=O)c2sc(N3CCCCC3)nc2C1,-3.4,-6,0,11,2,-7,6,-8,-2.6
O=C1N=C(N2C=CC(=C3C=CNC=C3)C=C2)/C(=C/N=NC(=O)c2ccccc2O)S1,-6.8,23,-13,nt,-2,-10,5,29*,-5.9
CC(=O)NCCc1ccc(S(=O)(=O)N2CCOCC2)cc1,-1.2,-1,3,4,1,1,-3,-7,-3.7
COc1cc(/C=C2\SC(=Nc3ccc(F)cc3)N(c3ccc(F)cc3)C2=O)ccc1OCC(=O)O,-2.1,8,1,25,nt,-3,7,-2,-2.3
CCOC(=O)CNC(=O)CSc1cc(C)nc2ccc(OC)cc12,-1.3,12,-6,8,1,-1,1,-13,0.8
COc1ccc(S(=O)(=O)N2CCSC2c2ccc(OC)c(OC)c2)cc1 (stereo not given),-4.2,-4,-5,-23,5,-22,7,1,-2.4
CC1CCCN(CCCNC(=O)c2cc3c(Cl)nc4ccccc4c3s2)C1 (stereo not given),-1.9,-25,-9,7,-1,35,4,0,19*
O=C(Nc1ccc2cccnc2c1)c1ccc(Br)cc1,0.8,-1,13,5,1,-4,-6,-15,-0.2
CCCc1cc(C(=O)Nc2cccnc2)no1,0.5,3,-8,-13,4,-4,2,-5,-2.1
OC(COc1ccccc1)CN1CCN(Cc2ccc3c(c2)OCO3)CC1 (stereo not given),-1.9,-6,4,23,4,6,-1,-1,0.2
O=C(CSc1ccc(-c2ccco2)nn1)Nc1ccccc1,-3.0,2,12,40,7,-2,2,-1,-3.9
N#CCOc1nc(N2CCOCC2)nc(N2CCOCC2)n1,-1.8,-1,6,18,5,-1,2,-3,-0.3
COc1ccc(/C=N/NC(=O)c2ccc(N)cc2)cc1Cn1cc([N+](=O)[O-])cn1,0.1,9,0,7,3,2,5,6,1.2
CNC(=O)COc1ccc(Cl)c2cccnc12,-0.8,1,-9,22,1,0,2,-14,-0.5
CC(C)c1nc2n[nH]c(N)c2c2c1CCCC2,-1.1,3,-8,-1,1,3,-2,-26,-1.6
Cc1nc(N)nc(N)c1/C=C/C(C)(C)c1ccc(Cl)cc1,-0.8,-48,-10,7,3,23,nt,-11,0.7
NC(=O)CSc1nnc(-c2ccc3c(c2)OCO3)o1,-3.5,0,2,-22,nt,-1,1,3,-0.6
Oc1ccc(-c2[nH]ncc2-c2ccc(Cl)cc2)c(O)c1,-1.6,-4,-7,-25,2,3,4,7,-0.8
CN(C(=O)COC(=O)c1ccc2c(=O)n3c(nc2c1)CCC3)C1CCS(=O)(=O)C1 (stereo not given),-0.6,1,9,3,0,-2,0,-3,-1.1
Cc1cc(Cl)ccc1NC(=S)N1CCN(Cc2ccccc2)CC1,-4.1,14,-1,1,-1,1,0,-6,-3.9
COC(=O)c1ccc(OCC(=O)NC(C)(C)C)cc1,-1.8,8,-1,10,4,-4,-2,5,-3.7
COc1ccc(NS(=O)(=O)CC(C)C)c(OC)c1,-2.8,8,2,-1,0,-1,9,-3,-4.8
Cc1ccc(SCc2c(C(=O)N/N=C/c3ccc4c(c3)OCO4)nnn2-c2nonc2N)cc1,-4.2,10,-14,-6,-1,-20,4,9,-0.8
Cc1ccc(OCCn2cnc3cc([N+](=O)[O-])ccc3c2=O)cc1,-4.5,-4,-30,6,1,0,1,3,-3.6
O=C(O)CN1CCN(c2ncc(C(F)(F)F)cc2Cl)CC1,-0.1,2,1,8,0,6,9,-13,0.5
COc1ccc(-c2nsc3c(SCc4ccccc4)ncnc23)cc1,0.9,8,-10,-17,4,-2,-5,-3,-2.7
CCOC(=O)c1cc2c(ccn2C)n1CC(=O)N(Cc1ccccc1)c1ccccc1,-4.1,29,-3,5,4,-38,-2,-12,-3.4
Cc1cc(C)nc(NS(=O)(=O)c2ccc(NC(=O)c3ccc(S(=O)(=O)N4CC(C)OC(C)C4)cc3)cc2)n1 (stereo not given),-0.9,-2,-11,8,4,-16,9,0,-1.7
CCOc1ccccc1C(=O)NCC(=O)OCc1c(C)noc1C,-4.2,-5,-4,11,4,-11,1,4,2.4
Cc1cccc(C)c1OCC(=O)NNC(=S)NC(=O)C1CC1,-4.4,-3,2,-69,1,-14,-4,16,-4.5
CC(=O)N/N=C/c1cc([N+](=O)[O-])ccc1OCCOc1ccccc1,-1.0,3,3,4,9,7,1,-14,2.5
Cc1cc(NC(=O)c2ccc3[nH]c(C)c(C)c3c2)ccn1,-3.6,-13,-15,-12,-1,37*,nt,3,-2.0
O=C1N/C(=N\N=C\c2cccnc2)SC1Cc1ccc(SC(F)F)cc1 (stereo not given),-4.3,6,-24,34,5,-5,3,1,-4.9
CCOC(=O)N1CCC(N2CCN(c3cc(C)ccc3C)CC2)CC1,-5.3,1,-8,-1,0,-1,8,2,0.6
Cn1c(=O)c2cc(S(=O)(=O)N3CCOCC3)ccc2n(C)c1=O,-3.1,-4,-12,10,-3,4,9,-8,1.3
CC1(C)CC(=O)C2=C(C1)N(c1ccccc1C#N)C(N)=C(C#N)C2c1cccs1 (stereo not given),-2.9,-9,-10,9,4,-14,7,7,-1.4
CCCNc1nc(C)cc(-c2cc(C(=O)NCc3ccccc3)on2)n1,nt,nt,-5,-20,1,nt,9,nt,nt
CC(C)N1CC(O)=C(c2nc3ccccc3c(=O)[nH]2)C1=N,-4.1,1,4,11,4,-1,-1,-10,10*
CCOc1cc(Cl)c(NC(=O)CC)cc1OCC,-1.1,22,9,20,7,1,2,2,-4.5
CC(C)[C@@H]1N[C@]2(C(=O)Nc3ccccc32)[C@@H]2C(=O)N(c3cccc(C(F)(F)F)c3)C(=O)[C@@H]21,-1.2,6,4,-44,0,-11,-4,-14,3.2
COc1ccc(OC)c(NC(=O)CSc2ccccc2)c1,1.0,-10,4,-1,5,-7,7,-2,-0.4
Cc1nc2ccccn2c1C(=O)/C=C/c1ccc(F)cc1,0.3,2,-24,25,5,-4,-1,-4,0.5
COc1ccccc1OCCCOc1ccc(C)cc1Br,-1.8,-5,-4,-14,3,-4,1,5,-1.8
COc1ccc(C2C(C(N)=O)=C(C)Nc3nc(-c4ccccc4OC)nn32)cc1OC (stereo not given),-1.8,7,-6,13,-5,-3,2,13,-0.1
Cn1c(CC(=O)Nc2ccc(F)cc2)c(Sc2ccccc2)c2ccccc21,-2.7,1,-2,-8,7,-14,-4,-2,-0.1
COCC1CCCN(Cc2nc(-c3ccc4c(c3)OCO4)no2)C1 (stereo not given),-2.5,-5,0,14,-3,-15,1,4,-2.2
OC1(c2ccc3c(c2)OCO3)CCN(Cc2ccc(F)cc2)CC1,-0.8,9,-4,19,3,3,-2,-4,-1.5
COC(=O)c1ccc([N+](=O)[O-])c(CS(=O)(=O)c2ccc(Cl)cc2)c1,-1.5,17,2,3,3,-13,5,2,-0.8
CCn1c2ccccc2c2cc(NC(=O)CN3CCCC3)ccc21,-2.1,-51,-3,-8,3,6,-2,4,-1.6
CCC1CCCCN1C(=S)Nc1ccc(SC(F)F)cc1 (stereo not given),-2.6,1,-4,-22,0,0,5,-5,-2.8
Cc1ccc(Nc2nc(-c3c(C)nc4ncccn34)cs2)cc1,-3.3,2,-2,27,-10,-5,6,5,-8.1
Cc1cccc2c(=O)c(C(=O)NCCCN3CCOCC3)c[nH]c12,-3.3,5,-4,9,1,-1,-1,0,2.3
Cc1c(CCC(=O)NCCCN2CCCC2=O)c(=O)oc2cc(O)ccc12,-3.5,1,-8,50,2,-6,5,4,-2.7
COc1ccc(OC)c(/C=C/C(=O)OCC(=O)Nc2cccc(Oc3ccccc3)c2)c1,-0.2,-11,1,9,4,-10,-5,0,1.8
CC(C)=N/N=C1/NC(=O)C(CC(=O)Nc2cc(Cl)ccc2C)S1 (stereo not given),-2.7,2,-19,-23,4,-5,1,-3,-5.2
COc1ccc(NC(=O)c2sc(Cl)nc2-c2ccccc2)cc1,-2.1,2,4,-24,-3,-5,2,0,-4.3
COc1ccc(NC(=S)NNC(=O)Cn2nc([N+](=O)[O-])cc2C)cc1,-2.2,13,-2,0,1,0,4,12,1.5

# The last 2 records of the part above open the next one.
SMILES,IMP-1 inhibitor,HCV NS3 hel inh,pCIP destab,UBC9 SUMO inh,IDE act,FID counter,IDE inh,M18AAP inhibitor,VIM-2 inhibitor
COc1ccc(NC(=O)c2sc(Cl)nc2-c2ccccc2)cc1,-2.1,2,4,-24,-3,-5,2,0,-4.3
COc1ccc(NC(=S)NNC(=O)Cn2nc([N+](=O)[O-])cc2C)cc1,-2.2,13,-2,0,1,0,4,12,1.5
c1ccc(Nc2nc(Nc3ccccc3)nc(N3CCNCC3)n2)cc1,-0.4,-65,-6,2,9,1,-1,2,4.0
CCOC(=O)c1csc(-c2ccc([N+](=O)[O-])cc2)n1,-4.9,7,-11,10,4,1,-1,0,1.5
OC(COc1ccc(-c2ccccc2)cc1)CN1CCOCC1 (stereo not given),-3.1,-8,-2,0,nt,3,-7,0,0.4
CC(=O)COc1cc(C)cc2oc(=O)cc(-c3ccccc3)c12,-3.6,4,11,7,-4,-3,0,3,-1.9
CCc1nnc(NS(=O)(=O)c2ccc(N)cc2)s1,-2.4,-1,0,5,3,-1,-5,3,-0.4
Cc1ccc(C)c(N(CC(=O)N2CCCCCC2)S(C)(=O)=O)c1,-6.6,-10,14,2,8,-23,9,-3,-4.1
Cc1ccc(C(C)(C)NC(=O)C2CCC(=O)N(Cc3ccccc3F)C2)cc1 (stereo not given),-2.3,-2,14,8,4,-28,0,5,-2.2
COC(=O)Nc1ccc(S(=O)(=O)N2CCCCCC2)cc1,-5.4,-3,4,12,-5,-8,2,-3,-1.2
Cc1cccc(NC(=O)COc2ccccc2C(=O)NC(C)c2ccccc2)c1 (stereo not given),-0.7,-28,-6,-5,-1,-33,0,-6,0.7
